# From PubChem
# Integrin act MD: qHTS for Activators of Integrin-Mediated Alleviation for Muscular Dystrophy; Potency, µM (highest dose often 38.3 µM), for the others: at the top dose activation, hits mostly activators; alpha7betagal myoblasts, beta-gal FDG fluorescence, 48 h; hit rate 0.064% among 350,000; active = well fitted activation curve with a large enough effect; inconclusive = small, poorly fitted or top-dose-only effect; inactive = no such curve, though single readings can be large or run the other way;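 note: potency is the fitted concentration of half-maximal effect; 100% = response of the positive control SU9516; nearly all actives have a fitted effect of over 60% in size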
#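 alpha7betagal+/- myoblasts (passage 13, 250/well) treated 48 h at 37C with compounds at 1:260 dilution of DMSO stock. Lysed, then beta-galactosidase activity read as FDG fluorescence (ex 480/em 540) after 30 min, with pre-read for autofluorescence.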
# KCNH2 3.1 block: qHTS for Inhibitors of KCHN2 3.1: Mutant qHTS; U2OS KCNH2 3.1, thallium flux FluxOr; stronger effect = lower value; activity change, % (tested at about 1.8 µM); hit rate 0.95% among 340,000;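 active = maximum activity change below -70%; inconclusive = maximum activity change from -70% to -50%; inactive = maximum activity change above -50%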;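 note: thallium influx rate constant from kinetic fluorescence after stimulation buffer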
#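 Steps: virus added to U2OS suspension (4 h, RT, dark); medium with 10% FBS added, cells plated, 37 C overnight; FluxOr/Red40 loading buffer 45 min RT; stimulation buffer, 2 min kinetic read; rate constant normalized.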
# KCNH2 WT inh: qHTS for Inhibitors of KCHN2 3.1: Wildtype qHTS; hit rate 0.37% among 340,000; U2OS, BacMam KCNH2, thallium flux FluxOr; stronger effect = lower value; activity change, % at 1.84 µM; Voltage-gated inwardly rectifying potassium channel KCNH2 (Homo sapiens), Q12809; AID 720551, 2013;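 active = maximum activity change below -70%; inconclusive = maximum activity change between -70% and -50%; inactive = maximum activity change above -50%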
# Target sequence (Q12809 whole entry, looked up): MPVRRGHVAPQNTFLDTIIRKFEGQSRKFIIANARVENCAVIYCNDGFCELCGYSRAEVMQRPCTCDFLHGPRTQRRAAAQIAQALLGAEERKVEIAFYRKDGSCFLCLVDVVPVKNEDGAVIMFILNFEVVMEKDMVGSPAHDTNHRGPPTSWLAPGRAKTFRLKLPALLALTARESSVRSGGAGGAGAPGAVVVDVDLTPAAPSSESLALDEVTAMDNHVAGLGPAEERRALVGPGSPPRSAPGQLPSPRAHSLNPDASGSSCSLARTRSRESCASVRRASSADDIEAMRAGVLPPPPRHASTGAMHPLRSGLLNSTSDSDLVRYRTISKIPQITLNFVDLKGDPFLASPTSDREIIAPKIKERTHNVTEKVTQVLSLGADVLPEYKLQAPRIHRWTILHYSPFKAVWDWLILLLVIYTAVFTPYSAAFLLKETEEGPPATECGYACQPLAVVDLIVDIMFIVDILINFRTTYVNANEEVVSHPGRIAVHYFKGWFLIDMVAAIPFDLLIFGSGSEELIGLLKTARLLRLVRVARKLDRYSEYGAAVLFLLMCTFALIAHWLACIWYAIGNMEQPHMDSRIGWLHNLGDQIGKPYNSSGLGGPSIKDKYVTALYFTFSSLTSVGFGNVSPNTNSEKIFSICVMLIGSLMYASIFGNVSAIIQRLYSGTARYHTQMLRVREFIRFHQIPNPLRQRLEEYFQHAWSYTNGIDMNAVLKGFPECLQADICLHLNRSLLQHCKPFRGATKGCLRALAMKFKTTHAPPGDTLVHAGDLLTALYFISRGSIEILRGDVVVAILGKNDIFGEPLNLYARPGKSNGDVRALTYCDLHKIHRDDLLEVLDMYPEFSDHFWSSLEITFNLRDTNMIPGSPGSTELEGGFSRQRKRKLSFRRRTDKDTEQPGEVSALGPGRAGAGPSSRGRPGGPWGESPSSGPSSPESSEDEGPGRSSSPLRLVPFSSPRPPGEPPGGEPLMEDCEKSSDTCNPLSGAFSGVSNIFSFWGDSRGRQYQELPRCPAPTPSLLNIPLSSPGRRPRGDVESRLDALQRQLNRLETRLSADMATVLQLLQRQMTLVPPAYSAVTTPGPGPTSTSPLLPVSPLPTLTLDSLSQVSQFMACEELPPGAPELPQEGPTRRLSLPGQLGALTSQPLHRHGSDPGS
#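 U2OS cells were transduced with wild-type KCNH2 virus (2.03 x 10^8 / mL) for 4 h at room temperature, then cultured overnight at 37 C. Thallium flux was read with FluxOr dye. Rate constants were normalized to DMSO controls.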
# Starred values were filed as active, the others as inactive; ? = inconclusive; [ ] = another dose, or the depositor's remark. Unless noted, % is set by controls: 0 for no effect and ±100 for the full control effect.
SMILES,Integrin act MD,KCNH2 3.1 block,KCNH2 WT inh
CCOc1ccc(NC(=O)CN(C)C(=O)CCCNC(=O)c2ccc(Cl)cc2)cc1OCC,26.8%,0.8,9.5
C[C@@H]1CN([C@H](C)CO)S(=O)(=O)c2ccc(C#CCN(C)C)cc2O[C@@H]1CN(C)Cc1ccccc1F,-17.6%,-2.6,6.7
C[C@H](CO)N1C[C@H](C)[C@@H](CN(C)S(=O)(=O)c2ccc(Oc3ccccc3)cc2)OCc2cnnn2CCCC1=O,7.5%,0.2,-3.1
O=S(=O)(c1ccccc1)N1CCN(CCOc2ccc(F)cc2)CC1,-6.2%,2.3,8.1
O=C(CNc1cccc(S(=O)(=O)N2CCCCC2)c1)Nc1ccc(C(F)(F)F)cc1,1.4%,-8.9,-1.3
Cc1cc(NC(=O)COc2ccc3c(C)c(C)c(=O)oc3c2)no1,-0.9%,4.9,0.3
Cc1ccc(S(=O)(=O)N2C[C@H]3C(=O)C[C@@H](c4ccccc4)N(S(=O)(=O)c4ccc(C)cc4)[C@H]3C[C@H]2c2cccc(Cl)c2)cc1,-18.2%,-7.3,-7.5
Cc1ccc2ccc(C#N)cc2c1O,15.9%,0.9,3.0
CN(C)c1nn2c(-c3ccccc3)nnc2o1,-7.5%,-5.3,2.1
C[C@H]1CCCCO[C@H](CN(C)Cc2ccncc2)[C@@H](C)CN([C@@H](C)CO)C(=O)c2cc(NS(=O)(=O)c3ccccc3)ccc2O1,2.5%,-14.8,-13.0
C[C@@H]1CN([C@H](C)CO)C(=O)c2cc(Br)cnc2O[C@H]1CN(C)C(=O)c1ccccc1,21.4%,-25.2,7.1
C[C@H](O)C#Cc1ccc2c(c1)O[C@@H](CN(C)C(=O)c1ccncc1)[C@@H](C)CN([C@H](C)CO)S2(=O)=O,3.5%,-22.0,-10.4
C#CC1(N2CCCCC2)CCCCC1,-10.7%,9.9,-19.0
COc1ccc(Cl)cc1CNC[C@H]1O[C@@H](n2ccc(N)nc2=O)[C@H](O)[C@@H]1O,8.8%,-7.7,7.7
CC(=O)N1CCC(C(=O)Nc2cc(S(=O)(=O)N3CCCCC3)ccc2C)CC1,9.9%,-6.9,-0.1
C[C@@H]1CN([C@H](C)CO)C(=O)CCCn2nncc2CO[C@@H]1CN(C)C(=O)c1cc(-c2ccccc2)on1,5.7%,-13.1,-5.8
COCCNC(=S)N(C)[C@H]1C[C@H]2c3cc(Oc4ccccc4C)ccc3CCN2C(=O)[C@H]1[C@H](C)O,6.6%,0.1,-5.7
O=C1NC(=O)C(=CC=Cc2ccccc2)S1,-4.6%,3.9,19.8
CS(=O)(=O)N(CC(=O)N1CCCC1)c1ccc(F)cc1,-16.7%,2.4,9.1
C[C@@H](O)CNC(=O)c1[nH]cnc1C(=O)Nc1ccc(CNC(=O)OC(C)(C)C)cc1,?,12.0,-4.0
O=C(CCNS(=O)(=O)c1ccc(F)cc1)N1CCN(c2ncccn2)CC1,-0.2%,-4.9,-8.0
CC1Cc2nc(SCC(=O)N3CCCCC3)n(C)c(=O)c2S1 (centres undefined),-6.5%,-0.1,-8.4
C[C@H](CO)N1C[C@H](C)[C@@H](CN(C)Cc2ccncc2)Oc2ncc(Br)cc2C1=O,4.6%,12.0,-14.5
CCOC(=O)C1c2cccc(O)c2CCN1C(C)=O (centres undefined),-5.4%,6.1,5.7

# Random excerpt: five entries already listed, in no set order.
SMILES,Integrin act MD,KCNH2 3.1 block,KCNH2 WT inh
CCOC(=O)C1c2cccc(O)c2CCN1C(C)=O (centres undefined),-5.4%,6.1,5.7
COCCNC(=S)N(C)[C@H]1C[C@H]2c3cc(Oc4ccccc4C)ccc3CCN2C(=O)[C@H]1[C@H](C)O,6.6%,0.1,-5.7
O=C(CCNS(=O)(=O)c1ccc(F)cc1)N1CCN(c2ncccn2)CC1,-0.2%,-4.9,-8.0
C[C@@H](O)CNC(=O)c1[nH]cnc1C(=O)Nc1ccc(CNC(=O)OC(C)(C)C)cc1,?,12.0,-4.0
CC(=O)N1CCC(C(=O)Nc2cc(S(=O)(=O)N3CCCCC3)ccc2C)CC1,9.9%,-6.9,-0.1

# Look-ups from the entries so far:
# For KCNH2 WT inh, COc1ccc(Cl)cc1CNC[C@H]1O[C@@H](n2ccc(N)nc2=O)[C@H](O)[C@@H]1O is listed with 7.7
# For KCNH2 WT inh, CCOC(=O)C1c2cccc(O)c2CCN1C(C)=O (centres undefined) is listed with 5.7
# For KCNH2 3.1 block, O=C1NC(=O)C(=CC=Cc2ccccc2)S1 is listed with 3.9
# For KCNH2 WT inh, C[C@@H](O)CNC(=O)c1[nH]cnc1C(=O)Nc1ccc(CNC(=O)OC(C)(C)C)cc1 is listed with -4.0

# Exported field by field: part of the list above
> C[C@@H]1CN([C@H](C)CO)C(=O)CCCn2nncc2CO[C@@H]1CN(C)C(=O)c1cc(-c2ccccc2)on1
- Integrin act MD = 5.7%
- KCNH2 3.1 block = -13.1
- KCNH2 WT inh = -5.8

> CCOC(=O)C1c2cccc(O)c2CCN1C(C)=O (centres undefined)
- Integrin act MD = -5.4%
- KCNH2 3.1 block = 6.1
- KCNH2 WT inh = 5.7

> CC1Cc2nc(SCC(=O)N3CCCCC3)n(C)c(=O)c2S1 (centres undefined)
- Integrin act MD = -6.5%
- KCNH2 3.1 block = -0.1
- KCNH2 WT inh = -8.4

# The list goes on.
SMILES,Integrin act MD,KCNH2 3.1 block,KCNH2 WT inh
O=S(=O)(Nc1ccc(NS(=O)(=O)c2ccccc2)c2ccccc12)c1ccccc1,5.0%,-0.4,-11.7
Cc1ccc(S(=O)(=O)/N=C2\C=C(NS(=O)(=O)c3ccc(C)cc3)C(=O)c3ccccc32)cc1,-25.6%,17.4,1.3
CC(NCC(=O)Nc1ccccc1C(=O)NC1CC1)c1ccc(Cl)cc1 (centres undefined),-15.0%,16.5,4.2
O=C(COC(=O)c1cccc(Br)c1)Nc1cccc(S(=O)(=O)N2CCCCC2)c1,-5.9%,-19.9,-2.3
C[C@@H]1CN([C@H](C)CO)C(=O)CCCn2nncc2CO[C@@H]1CN(C)S(=O)(=O)c1ccc2c(c1)OCCCO2,9.4%,14.4,-11.4
O=C(Cn1sc2ccccc2c1=O)Nc1ccc(Cl)cc1,-64.4%[inhibitor],-3.7,-4.0
NCC1C2CCC(O2)C1CO (centres undefined),-4.6%,-3.0,-5.4
CCCCCCN1C[C@H](n2cc(-c3ccc(F)cc3)nn2)[C@@H](O)C[C@@H]1c1ccccc1,2.3%,-4.7,-0.3
COc1ccc(N(C)S(=O)(=O)c2cccc(C(=O)OCC(=O)Nc3cc(C)ccc3OC)c2)cc1,21.5%,4.3,21.1
COc1ccc(S(=O)(=O)N2CCC(C(=O)NCCC(=O)NCc3cccnc3)CC2)cc1,-2.2%,-8.5,-74.5*
Cc1cccc(-c2ccc3[nH]c4c(c3c2)CCN2C[C@@H]([C@H](C)OC(=O)Nc3ccccc3C)[C@@H](N(C)C(=O)Nc3ccccc3C)C[C@@H]42)c1,-58.5%[inhibitor],-22.5,-0.8
CN(C)c1ccc(/C=C/CNC[C@H]2O[C@@H](n3ccc(N)nc3=O)[C@H](O)[C@@H]2O)cc1,0.9%,15.0,-8.4

# Structures above that contain bromine:
SMILES,Integrin act MD,KCNH2 3.1 block,KCNH2 WT inh
C[C@@H]1CN([C@H](C)CO)C(=O)c2cc(Br)cnc2O[C@H]1CN(C)C(=O)c1ccccc1,21.4%,-25.2,7.1
C[C@H](CO)N1C[C@H](C)[C@@H](CN(C)Cc2ccncc2)Oc2ncc(Br)cc2C1=O,4.6%,12.0,-14.5
O=C(COC(=O)c1cccc(Br)c1)Nc1cccc(S(=O)(=O)N2CCCCC2)c1,-5.9%,-19.9,-2.3

# (listing goes on)
SMILES,Integrin act MD,KCNH2 3.1 block,KCNH2 WT inh
C[C@H]1Cn2cnc(C(=O)N[C@H](C)c3ccccc3)c2C(=O)N1,23.0%,-8.2,-4.8
CCOC(=O)Cn1nc2oc(=O)c(CCN3CCN(c4ccccc4OC)CC3)c(C)c2c1C,3.5%,7.3,5.6
CCCCCCN1CCN(C2CN(Cc3ccc([N+](=O)[O-])cc3)S(=O)(=O)C2)CC1 (centres undefined),-21.2%,-112.3*,-96.1*
COc1cc(CN2CCC(C(=O)NC(C)(C)C)CC2)ccc1OCc1ccccc1,-45.4%[inhibitor],-5.4,20.1
C[C@@H]1CN([C@H](C)CO)C(=O)CCCn2nncc2CO[C@@H]1CN(C)C(=O)c1ccc(N2CCN(C)CC2)cc1,-1.8%,12.9,22.1
C[C@@H]1CN([C@@H](C)CO)C(=O)c2cc(/C=C/c3ccccc3)cnc2O[C@@H]1CN(C)S(=O)(=O)c1ccc(F)cc1,2.0%,-3.0,1.0
O=C1c2ccccc2C(=O)N1C1C=CC=CC=C1,-3.0%,-11.3,-1.4
Fc1ccc(NC(=S)SCc2ccc3c(c2)OCO3)cc1F,-25.4%,-6.0,-5.8
CCOC(=O)c1c(-c2cc(OC)c(OC)c(OC)c2)csc1NC(=O)c1ccccc1,0.7%,-7.6,-1.0
COc1ccc(C(=O)N2C=Cc3ccccc3C2C(N)=O)cc1 (centres undefined),-7.9%,9.4,5.0
COc1cc(C=C2CCCC(=Cc3ccc(OCC4CO4)c(OC)c3)C2=O)ccc1OCC1CO1 (centres undefined),-62.4%[inhibitor],-2.5,-4.7
O=C(CCCN1C(=O)/C(=C\c2cccc(Br)c2)SC1=S)Nc1ccc(C(=O)O)cc1,-3.5%,-3.4,-8.3
O=C(CCNC(=O)N1CC(=O)Nc2ccccc21)NCc1cccc(C(F)(F)F)c1,5.3%,17.8,14.9
C[C@H](CO)N1C[C@H](C)[C@H](CN(C)S(=O)(=O)c2ccccc2)OCc2ccccc2-c2c(n(C)c3ccccc23)C1=O,8.4%,8.4,-16.5

# These rows are one share of the data (hit frequency here may not be typical).
